# esBAF inh = blocks esBAF chromatin remodeling in mouse ES cells; Bmi1-luciferase knock-in reporter, 24 h; 100% = twice the neutral-well signal; reporter increase, % at 12.5 µM; 2% of 350,000 active; AID 602393; in the data active = activation above about 40%;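 note: 0% = median of the plate's neutral control wells and 100% = double that signal; a rise in the Bmi1 reporter signal indicates esBAF inhibition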
# RAD52 inh = inhibitors of human RAD52 DNA annealing | P43351 | recombinant RAD52 DNA annealing, FRET fluorescence | inhibition, % at 18.7 µM | 0.46% of 360,000 active | AID 651710;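 active = every replicate showing at least 50% inhibition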
# PglD inh = blocks C. jejuni PglD acetyltransferase activity; AID 602405; inhibition, % at 12.5 µM; purified PglD enzyme, DTNB colorimetric CoA detection; 0.098% of 360,000 active; in the data active = inhibition above about 16%, passing the limit was not always enough; note: strong numbers were not always called active
# ERp5 block = inhibitors of human ERp5 | 0.05% of 350,000 active | inhibition, % at 9.99 µM | ERp5 insulin aggregation, absorbance 650 nm, 90 min | Q15084;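 active = mean replicate inhibition above about 25%, with every replicate also reaching it, limit read from the data, passing the limit was not always enough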
# Target sequence (Q15084 whole entry, looked up): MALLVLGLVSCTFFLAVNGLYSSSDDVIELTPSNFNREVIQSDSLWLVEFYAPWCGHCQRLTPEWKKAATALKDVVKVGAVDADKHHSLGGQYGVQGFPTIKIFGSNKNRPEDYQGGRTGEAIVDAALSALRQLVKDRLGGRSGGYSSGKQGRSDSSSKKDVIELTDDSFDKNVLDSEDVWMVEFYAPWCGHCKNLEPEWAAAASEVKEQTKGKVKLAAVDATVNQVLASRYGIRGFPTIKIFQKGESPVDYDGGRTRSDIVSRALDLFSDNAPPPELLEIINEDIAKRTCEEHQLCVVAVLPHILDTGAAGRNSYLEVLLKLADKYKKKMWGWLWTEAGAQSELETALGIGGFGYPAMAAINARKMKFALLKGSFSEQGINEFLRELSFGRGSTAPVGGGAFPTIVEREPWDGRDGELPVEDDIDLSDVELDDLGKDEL
# RAD54 branch = RAD54 (human) branch migration inhibition. RAD54 Holliday junction branch migration, FAM/BHQ fluorescence. Q92698. inhibition, % at 10.4 µM. 0.14% of 360,000 active;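 active = mean normalized replicate activity at least 40 and at least half of replicates scoring 40 or more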;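 note: 0% = median of neutral control wells and 100% = median of positive control wells; inhibitors cause a drop in the FAM fluorescence signal; in these data hits start at about 50%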
# E-sel inducer = induces E-selectin expression in human endothelial cells. 0.37% of 260,000 active. HUVEC E-selectin immunofluorescence imaging; normalized: neutral wells 0, TNF-alpha wells 100. activation, % at 7.58 µM. P16581;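 active = mean E-selectin-positive cell signal at least 10% of the positive control, reached in at least 60% of replicates, without over 20% cell loss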;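 note: in these data hits start at about 27%; measured in HUVEC primary endothelial cells; signal is the percent of cells scored E-selectin positive by PE staining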
#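 assay system = HUVEC, human umbilical vein endothelial cells | input = 3,000 HUVEC seeded per well | medium = EGM-2 growth medium on 0.1% gelatin-coated wells | dosing = one compound dose added by pin transfer | signal = immunofluorescence imaging | read-out basis = % PE-positive cells | control set = TNF-alpha, DMSO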
# ARNT-TACC3 inh = ARNT/TACC3 interaction disruption | 0.66% of 390,000 active | AlphaScreen His-ARNT PAS-B/GST-TACC3 binding, luminescence; TACC3 fragment carries E629A point mutation | inhibition, % at 9.99 µM;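 active = mean inhibition of replicates at least 50% and at least half of replicates each reaching 50%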;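 note: 0% = complete ARNT plus TACC3 wells and 100% = ARNT alone without TACC3; many hits fall short of the cut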
# CASP6 VEID inh = blocks human caspase-6 cleavage activity | purified caspase-6, Z-VEID-R110 cleavage fluorescence | inhibition, % at 12.5 µM | 0.53% of 350,000 active;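 active = mean inhibition across replicates at least about 35%, with every replicate also reaching that limit, limit read from the data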;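 note: 0% = median of neutral control wells and 100% = no fluorescence left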
# Target sequence (P55212 24-179 limits assumed): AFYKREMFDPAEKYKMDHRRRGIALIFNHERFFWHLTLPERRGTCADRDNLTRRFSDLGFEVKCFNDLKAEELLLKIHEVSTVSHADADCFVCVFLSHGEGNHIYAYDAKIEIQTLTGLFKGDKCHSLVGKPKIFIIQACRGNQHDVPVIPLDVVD
# Target sequence (P55212 194-293 limits assumed): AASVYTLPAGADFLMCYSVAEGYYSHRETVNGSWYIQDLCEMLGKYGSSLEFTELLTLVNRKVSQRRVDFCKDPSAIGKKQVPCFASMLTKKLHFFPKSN
# Numbers without * were called inactive; · = not tested or not shown; & = joins results of further samples.
# Preview, 8 compounds:
no.	SMILES	PglD inh	CASP6 VEID inh	esBAF inh	RAD54 branch
1	Cc1nc2ccc(NC(=O)Cc3ccccc3F)cc2s1	·	-2	·	·
2	O=C(C[C@H]1CC[C@H]2[C@@H](COC[C@@H](O)CN2Cc2ccc(Oc3ccccc3)cc2)O1)N1CCc2ccccc2C1	-3	3	-1	-16
3	COc1ccc(NC(=O)c2cccnc2N2CCCC2)cc1	8	-3	4	11
4	O=C(COc1ccccc1N1C(=O)c2ccccc2C1=O)c1ccc(Cl)cc1	3	2	9	8
5	CC(=O)N1c2ccc(S(=O)(=O)N3CCC(C(=O)N4CCN(c5cc(Cl)ccc5C)CC4)CC3)cc2CC1C (centres undefined)	-4	1	-16	4
6	CSCC[C@H](NC(=O)COc1cc2c(c3oc(=O)c(C)c(C)c13)CCC(C)(C)O2)C(=O)O	27*	0	-7	-4
7	C[C@@H]1CN([C@@H](C)CO)C(=O)c2cccc(NC(=O)C3CCOCC3)c2O[C@H]1CN(C)C(=O)Nc1ccccc1	-3	-2	-6	14
8	C[C@@H]1CN([C@H](C)CO)C(=O)c2cccc(NC(=O)c3ccc(-c4nccs4)cc3)c2O[C@@H]1CN(C)C(=O)Nc1ccc(F)cc1	-1	-2	-2	3

no.	ERp5 block	ARNT-TACC3 inh	RAD52 inh	E-sel inducer
1	2	12	-29	4.8
2	1	-6	4	·
3	7	-2	-6	·
4	-3	·	-40	·
5	9	33	8	·
6	-1	7	4	·
7	0	-6	-2	-6.5
8	1	3	-19	-14

# The listing, repeating the preview:
no.	SMILES	PglD inh	CASP6 VEID inh	esBAF inh	RAD54 branch
1	Cc1nc2ccc(NC(=O)Cc3ccccc3F)cc2s1	·	-2	·	·
2	O=C(C[C@H]1CC[C@H]2[C@@H](COC[C@@H](O)CN2Cc2ccc(Oc3ccccc3)cc2)O1)N1CCc2ccccc2C1	-3	3	-1	-16
3	COc1ccc(NC(=O)c2cccnc2N2CCCC2)cc1	8	-3	4	11
4	O=C(COc1ccccc1N1C(=O)c2ccccc2C1=O)c1ccc(Cl)cc1	3	2	9	8
5	CC(=O)N1c2ccc(S(=O)(=O)N3CCC(C(=O)N4CCN(c5cc(Cl)ccc5C)CC4)CC3)cc2CC1C (centres undefined)	-4	1	-16	4
6	CSCC[C@H](NC(=O)COc1cc2c(c3oc(=O)c(C)c(C)c13)CCC(C)(C)O2)C(=O)O	27*	0	-7	-4
7	C[C@@H]1CN([C@@H](C)CO)C(=O)c2cccc(NC(=O)C3CCOCC3)c2O[C@H]1CN(C)C(=O)Nc1ccccc1	-3	-2	-6	14
8	C[C@@H]1CN([C@H](C)CO)C(=O)c2cccc(NC(=O)c3ccc(-c4nccs4)cc3)c2O[C@@H]1CN(C)C(=O)Nc1ccc(F)cc1	-1	-2	-2	3
9	COc1ccc(Cl)cc1NC(=O)CN(C)CC(=O)Nc1ccc(S(N)(=O)=O)cc1	0	1	-4	-2
10	CN(C)CC(=O)Nc1ccc2c(c1)[C@H]1C[C@H](CC(=O)N3CCOCC3)O[C@H](CO)[C@H]1O2	5	·	6	-10

no.	ERp5 block	ARNT-TACC3 inh	RAD52 inh	E-sel inducer
1	2	12	-29	4.8
2	1	-6	4	·
3	7	-2	-6	·
4	-3	·	-40	·
5	9	33	8	·
6	-1	7	4	·
7	0	-6	-2	-6.5
8	1	3	-19	-14
9	2	-3	-11	·
10	·	5	·	0.5

# Later entries
no.	SMILES	PglD inh	CASP6 VEID inh	esBAF inh	RAD54 branch
11	CCCCCc1ccc(-c2ccc(C(=O)O)cc2)nc1	-9	4	-28	1
12	CCN(CC)CCNC(=O)c1ccc(NC(=O)CC(NC(=O)c2ccccc2Cl)c2ccccc2)cc1 (centres undefined)	-1	0	0	-11
13	CC1CCCC(NC(=O)CSc2nnnn2C)C1C (centres undefined)	-1	3	1	-4
14	CC(C)C[C@@H](NC(=O)C1CCC(CNC(=O)[C@H](Cc2ccccc2)NC(=O)OC(C)(C)C)CC1)C(=O)O (some centres undefined)	-1	·	7	-3
15	CCSc1nnc(NC(=O)CSc2ncccn2)s1	2	·	2	-5
16	Cc1cc(C)c(S(=O)(=O)N2CCOC2CNC(=O)C(=O)NCCCN2CCCC2=O)c(C)c1 (centres undefined)	9	-1	-4	-8
17	C[C@@H]1CN([C@@H](C)CO)C(=O)c2cc(NS(C)(=O)=O)ccc2O[C@H]1CN(C)C(=O)Nc1ccc2c(c1)OCO2	11	-2	6	-7
18	Cc1cc(Nc2ccccc2)n(-c2ccc(C(=O)O)cc2)n1	·	-2	·	·
19	CO[C@@H]1CN(C)C(=O)c2ccc(NC(=O)C3CCOCC3)cc2OC[C@@H](C)N(CC2CC2)C[C@@H]1C	-1	-5	2	7
20	CCCCS(=O)(=O)Nc1ccc(C)cn1	-2	22	·	-15

no.	ERp5 block	ARNT-TACC3 inh	RAD52 inh	E-sel inducer
11	-3	-3	-13	·
12	1	1	-5	0.0
13	1	3	4	·
14	3	3	-4	0.0
15	·	-4	·	·
16	4	-41	-1	1.5
17	-4	0	13	-2.6
18	6	0	-9	·
19	-2	·	21	-0.2
20	-3	8	-26	·

# Further compounds.
no.	SMILES	PglD inh	CASP6 VEID inh	esBAF inh	RAD54 branch
21	CCc1ccc(N(CC(=O)NC2CCCC2)C(=O)CCC(=O)Nc2cc(C)on2)cc1	0	6	-2	-11
22	O=C(C[n+]1cccc(C(=O)N/N=C/c2cccc([N+](=O)[O-])c2)c1)c1ccccc1	·	-8	·	·
23	CCc1ccc(CN2C(=O)c3ccccc3C2C(=O)NCC2CCCO2)cc1 (centres undefined)	-3	2	-6	6
24	COc1cccc(C(=O)Nc2ccc3c(c2)C(=O)N(C)C[C@H](OC)[C@H](C)CN(C)[C@@H](C)CO3)c1	5	·	4	4
25	Cc1cc(C)c(S(=O)(=O)N2CCOC2CNC(=O)C(=O)NCCCN2CCOCC2)c(C)c1 (centres undefined)	1	-44	·	4
26	Cc1cn(CCOc2ccc(Cl)cc2)c(=O)[nH]c1=O	-3	0	-1	-10
27	CCOC(=O)c1sc(Nc2ccccc2Cl)nc1C	4	3	65*	4
28	COc1cc(CNCc2ccccn2)ccc1OCC(N)=O	0	-5	-3	-7
29	CC(NC(=O)C1CCC1)c1ccccc1 (centres undefined)	-1	·	-3	0
30	CCCCn1c(N)c(N(CCOC)C(=O)c2cccc(OCc3ccccc3)c2)c(=O)[nH]c1=O	3	2	-5	-4

no.	ERp5 block	ARNT-TACC3 inh	RAD52 inh	E-sel inducer
21	-1	-4	-9	-0.2
22	-6	16	12	0.3
23	5	0	-6	-0.2
24	9	-1	-7	0.3
25	-7	2	-14	·
26	0	29	-5	0.0
27	-2	-7	1	1.1
28	3	49*	-16	·
29	·	1	·	·
30	-6	-5	-18	-2.0

# Next section.
no.	SMILES	PglD inh	CASP6 VEID inh	esBAF inh	RAD54 branch
31	Cc1ccc(C(=O)NNC(=O)/C=C\C(=O)O)cc1	·	0	13	·
32	Cc1noc(C)c1NC(=O)Nc1ccc2c(c1)C(=O)N([C@H](C)CO)C[C@@H](C)[C@@H](CN(C)C(=O)Nc1ccccc1)OCCCC[C@@H](C)O2	-1	1	4	-4
33	CO[C@@H]1CN(C)C(=O)c2ccc(NC(=O)C3CC3)cc2OC[C@H](C)N(Cc2cccc(F)c2)C[C@@H]1C	2	·	6	3
34	Cc1cc(=O)[nH]c(SCC(=O)Nc2ccc(S(N)(=O)=O)cc2)n1	·	52*	·	·
35	CCc1ccc(S(=O)(=O)NCc2cn3c(C)csc3n2)s1	6	-1	3	4
36	O=C(NCc1ccco1)C(c1ccco1)N(C(=O)Cn1nnc2ccccc21)c1ccc2c(c1)CCC2 (centres undefined)	-1	·	-4	-4
37	O=C(c1ccc(F)cc1)N1CCN(C2CC3CCC2C3)CC1 (centres undefined)	-7	-1	1	-3
38	COc1ccc([C@H]2C[C@H](O)[C@@H](n3cc(C4CC4)nn3)CN2C(=O)C2CCCCC2)cc1	5	-3	3	5
39	Cn1cnc(S(=O)(=O)N2C[C@@H](O)COC[C@@H]3O[C@H](CC(=O)NC4CCC4)CC[C@H]32)c1	5	4	-10	-18
40	O=S(=O)(Nc1ccc(-c2ccc3nncn3n2)cc1)c1cccc(F)c1	-1	0	-9	-9

no.	ERp5 block	ARNT-TACC3 inh	RAD52 inh	E-sel inducer
31	19	2	-7	·
32	-3	-6	2	-0.4
33	·	-11	·	0.1
34	5	-7	-20	·
35	3	2	-17	0.3
36	·	4	·	·
37	1	-1	-4	·
38	-2	·	-9	-9.7
39	-1	-12	-5	-0.1&5.3
40	1	-4	-8	·

# The results go on:
no.	SMILES	PglD inh	CASP6 VEID inh	esBAF inh	RAD54 branch
41	CC1(C)OC(=O)N(CCC(=O)Nc2cccc(F)c2)C1(C)O (centres undefined)	-4	-1	4	-1
42	C/C=C/c1cnc2c(c1)C(=O)N([C@@H](C)CO)C[C@@H](C)[C@@H](CN(C)Cc1ccncc1)O2	15	0	2	-6
43	CC(C)C(=O)N1CCN(c2ccccc2NC(=S)NC(=O)c2ccco2)CC1	-5	1	-8	-3
44	c1ccc(NCc2ccncc2)cc1	-3	-2	4	5
45	COc1ccc(F)c(CN2CCN(CCc3ccccc3)C(CCO)C2)c1 (centres undefined)	-3	-2	-2	-3
46	Cn1c(=O)c(=O)n(C)c2cc(S(=O)(=O)N3CCC(Cc4ccccc4)CC3)ccc21	4	·	5	-22
47	COc1ccc(CCN2C(=O)C(Oc3ccccc3C)C2c2ccc3c(c2)OCO3)cc1 (centres undefined)	-7	0	·	2
48	Cc1ccc(OCCOc2ccc(Cl)cc2Cl)c([N+](=O)[O-])n1	·	-1	·	·
49	COc1ccc2nc3oc(C(=O)NCc4cccs4)cc3cc2c1	-7	·	6	5
50	COc1ccc(Cn2c(C)nc3ccc([N+](=O)[O-])cc3c2=O)cc1	-1	-1	4	-2

no.	ERp5 block	ARNT-TACC3 inh	RAD52 inh	E-sel inducer
41	2	-4	-4	0.0
42	2	-9	-19	-0.1
43	2	-8	-11	-0.9
44	-6	6	-10	-0.3
45	-1	-3	3	0.0
46	·	-5	·	·
47	-2	19	-11	·
48	5	2	1	·
49	·	-6	·	·
50	2	-1	-9	·

# Carrying on.
no.	SMILES	PglD inh	CASP6 VEID inh	esBAF inh	RAD54 branch
51	COc1ccccc1NS(=O)(=O)c1cc(NC(=O)CN2C(=O)NC3(CCCC3)C2=O)ccc1C	2	4	11	-6
52	Fc1cccc(NC(=S)N2CCN(c3ccccn3)CC2)c1	4	-3	-3	11
53	COc1ccc(C#Cc2cnc3c(c2)C(=O)N([C@H](C)CO)C[C@H](C)[C@H](CN(C)CC2CCOCC2)O3)cc1	-1	3	-3	6
54	Cc1noc(C)c1NC(=O)Nc1ccc2c(c1)CC(=O)N([C@H](C)CO)C[C@@H](C)[C@H](CN(C)C(=O)Nc1ccccc1)O2	1	4	1	12
55	CC(C)C#Cc1cnc2c(c1)C(=O)N([C@@H](C)CO)C[C@@H](C)[C@H](CN(C)C(=O)c1ccccn1)O2	2	0	3	-7
56	C[C@@H]1CCCCO[C@@H](CN(C)Cc2ccc(C(F)(F)F)cc2)[C@H](C)CN([C@@H](C)CO)C(=O)c2cc(NS(=O)(=O)c3ccc(F)cc3)ccc2O1	3	1	3	-4
57	COc1ccc(C)cc1NC(=O)c1cccc(C(=O)Nc2cc(C)ccc2OC)c1	-4	-7	-4	0
58	Cc1ccc(NC(=O)NCC2CC2(Cl)Cl)cc1 (centres undefined)	9	·	50*	0
59	CCCOc1ccc2cc(-c3ccccn3)c(=O)oc2c1	6	0	-75	-3
60	Cc1cc(C)c(NC(=O)CN(C)C(=O)c2ccc(OCc3ccccc3)cc2)c(C)c1	-1	2	32	0

no.	ERp5 block	ARNT-TACC3 inh	RAD52 inh	E-sel inducer
51	0	2	-5	-0.1
52	0	-3	-10	-0.1
53	5	-1	-23	-0.3
54	-1	-7	-12	-0.2
55	8	-3	-1	1.1
56	6	-1	-21	-0.3
57	3	0	-2	0.3
58	2	1	-14	0.6
59	6	-10	-6	-1.1
60	5	-14	-2	1.6

# Screening data deposited in PubChem by Broad Institute.
